TAAR1 antagonist = human TAAR1 antagonists, primary screen, Fluo-8 calcium fluorescence, CHO RD-HGA16 cells. inhibition, % at 3 µM. AID 624466, 2012. actives 1.5% (n = 360,000). antagonist;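 active means inhibition above a per-plate cutoff, the mean inhibition of test compounds on that plate plus 3 SD, cut at about 49% in these data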;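 further: 0% = DMSO plus EC80 beta-PEA response and 100% = DMSO alone without agonist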
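Test system – hTAAR1-expressing CHO RD-HGA16 cells, Gα16-coupled · Also added – β-PEA at EC80 concentration, post-compound challenge · Compound – 3 µM, single point · Incubation – dye loading 75 min at 37 °C, then 30 min room temperature · Measured by – Fluo-8 intracellular calcium dye fluorescence, real-time kinetic reads · Benchmarks – vehicle and agonist controls · Replicates – singlicate, one well per test compound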
OXTR potentiate = human OXTR potentiators, primary screen, fluorescence, CHO-OTR cells, Fluo-8 calcium. Fluo-8 calcium fluorescence, potentiator mode; 0% = oxytocin EC15, 100% = EC100. activation, % at 3 µM. actives 0.061% (n = 320,000). AID 2445, 2010;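 active means activation above that plate's cutoff, the mean activation of tested compounds plus 3 SD, cut at about 6.6% in these data, passing the limit was not always enough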;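 further: 100% uses oxytocin at 75 nM as the full agonist control; some results filed as inactive read as strong as hits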
Target sequence (P30559 whole entry, looked up): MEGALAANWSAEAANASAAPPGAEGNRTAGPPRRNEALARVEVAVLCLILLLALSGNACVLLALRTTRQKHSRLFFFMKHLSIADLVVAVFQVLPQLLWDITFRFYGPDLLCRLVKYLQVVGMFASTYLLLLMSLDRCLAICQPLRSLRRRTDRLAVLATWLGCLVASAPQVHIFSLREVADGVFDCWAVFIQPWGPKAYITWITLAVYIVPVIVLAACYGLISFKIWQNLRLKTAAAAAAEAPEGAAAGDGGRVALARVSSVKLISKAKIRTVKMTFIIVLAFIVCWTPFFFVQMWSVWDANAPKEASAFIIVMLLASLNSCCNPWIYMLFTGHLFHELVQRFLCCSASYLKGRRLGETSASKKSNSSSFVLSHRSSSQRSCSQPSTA
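test system = CHO-OTR cells, human receptor | compound = single-point 3.0 µM | schedule = 6 min compound pre-incubation at room temperature, 100 s kinetic read | signal = Fluo-8 no-wash calcium dye fluorescence, excitation 470-495 nm, emission 515-575 nm | repeats = single well per compound, singlicate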
CHO-K1 Ca PAM = nonselective calcium activators in parental CHO-K1 cells, primary screen, counter-screen for M1 PAM project, cell-based, Fluo-8 calcium fluorescence, full deck, 1536-well; actives 0.02% (n = 360,000); activation, % at 3 µM; ATP EC20; 0% at ATP EC20, 100% at ATP max;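 active means activation above the run cutoff, the mean activation of all test compounds plus 3 SD, cut at about 40% in these data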;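 further: peak over basal fluorescence ratio in a 140 s read after ATP addition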
OXTR ag = human OXTR agonists, primary screen, fluorescence, CHO-OTR cells, Fluo-8 calcium | activation, % at 3 µM | Fluo-8 calcium fluorescence; normalized: DMSO 0%, oxytocin 100% | AID 2435, 2010 | Oxytocin receptor (Homo sapiens), P30559 | actives 0.32% (n = 320,000);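 active means activation above the mean of all tested compounds plus 3 SD, cutoff set per screening run, cut at about 20% in these data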;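 further: peak over basal fluorescence ratio from a 100 s FLIPR kinetic read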
GPR7 antag = GPR7 receptor antagonists, primary screen, cell-based, fluorescence, single concentration | GPR7-expressing cells, fluorescence antagonist assay | inhibition, % at 4.4 µM | actives 1.1% (n = 290,000); in the data active means inhibition above about 16%, passing the limit was not always enough;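 further: cells stimulated with the agonist NPW; 0% = agonist with vehicle and 100% = vehicle without agonist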
V1aR counter = agonists of human V1a receptor, primary screen, counter-screen for OXTR agonist project, fluorescence, CHO-V1R cells; Vasopressin V1a receptor (Homo sapiens), P37288; Fluo-8 calcium fluorescence, agonist mode; 0% DMSO, 100% 3 nM vasopressin; activation, % at 3 µM; actives 0.25% (n = 320,000); AID 2797, 2010;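 active means activation above the mean activation of all tested compounds plus 3 SD, per screening run, cut at about 20% in these data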;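 further: signal is peak over basal fluorescence ratio across a 100 second FLIPR read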
Target sequence (P37288 whole entry, looked up): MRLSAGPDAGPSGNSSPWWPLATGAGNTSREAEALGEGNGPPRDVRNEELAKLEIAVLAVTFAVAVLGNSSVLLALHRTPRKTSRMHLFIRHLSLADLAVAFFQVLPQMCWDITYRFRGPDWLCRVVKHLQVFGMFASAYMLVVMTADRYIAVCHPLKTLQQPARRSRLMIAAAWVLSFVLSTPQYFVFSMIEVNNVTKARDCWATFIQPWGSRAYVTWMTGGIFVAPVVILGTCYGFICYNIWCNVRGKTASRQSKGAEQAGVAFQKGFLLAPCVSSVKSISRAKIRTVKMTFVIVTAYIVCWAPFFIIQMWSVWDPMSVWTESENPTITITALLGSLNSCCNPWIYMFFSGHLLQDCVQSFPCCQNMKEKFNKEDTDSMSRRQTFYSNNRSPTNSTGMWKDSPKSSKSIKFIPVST
CHO parental Ca = ATP-evoked calcium signal inhibitors, parental CHO, primary screen, counter-screen for OX1R antagonist project, cell-based, fluorescence, Fluo-8 calcium dye; parental CHO-K1, ATP-induced calcium, Fluo-8 fluorescence; inhibition, % at 5.6 µM; actives 0.63% (n = 330,000);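 active means inhibition above that plate's mean sample inhibition plus 3 SD, cut at about 26% in these data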;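 further: 0% = ATP-challenged DMSO wells and 100% = DMSO wells without ATP; some compounds past the cut are filed as inactive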
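test system = CHO parental line | reagent = ATP stimulus | measured by = intracellular calcium via Fluo-8 no-wash fluorescent dye | control set = ATP and no-ATP DMSO wells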
CHO-K1 Ca antag = M1 antagonist counterscreen hit in parental CHO-K1 cells; ATP-induced calcium, Fluo-8 fluorescence; inhibition, % at 3 µM; actives 0.6% (n = 360,000); AID 602250;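 active means inhibition above a per-plate cutoff, the plate's mean sample inhibition plus 3 SD, cut at about 24% in these data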;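 further: 0% = DMSO plus EC80 ATP and 100% = DMSO alone without ATP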
CHO-K1 Ca ag = counter-screen for M1 agonists: effect in parental CHO-K1 cells | activation, % at 3 µM | AID 602248, 2012 | Fluo-8 calcium fluorescence; scaled to maximal ATP response, vehicle zero | actives 0.48% (n = 360,000); in the data active means activation above about 15%;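 further: untransfected CHO-K1 host cells lacking M1 receptor as counterscreen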
The depositor's hits bear a star; nt = not tested or not shown.

Under each structure – TAAR1 antagonist	OXTR potentiate	CHO-K1 Ca PAM	OXTR ag	GPR7 antag	V1aR counter	CHO parental Ca	CHO-K1 Ca antag	CHO-K1 Ca ag
#1 Cc1ccc(S(=O)(=O)N2CCC(C(=O)NCCC3=CCCCC3)CC2)cc1C
  -2	-11	13	0.1	nt	1.2	-37	-8	1.0
#2 CCOC(=O)c1c(NC(=O)c2ccoc2C)sc(C(=O)N(C)C)c1C
  3	-4	-6	1.5	-9	-0.7	-26	8	0.6
#3 O=C(CCc1ccccc1)NNc1ccc(F)cc1
  -11	-7	3	-1.2	-2	-2.0	-15	8	15
#4 CS(=O)(=O)c1ncc(Cl)c(C(=O)Nc2ccc(OC(F)F)cc2)n1
  nt	-5	10	-0.3	51*	-0.5	14	-4	0.5
#5 C[C@H](CO)N1C[C@H](C)[C@@H](CN(C)C(=O)Nc2ccc(C(F)(F)F)cc2)Oc2ccc(NC(=O)CCC(F)(F)F)cc2C1=O
  -1	-5	-5	1.2	nt	0.9	2	-8	-0.2
#6 O=C(O)c1ccc(-n2c(-c3cc(C4CC4)[nH]n3)n[nH]c2=S)cc1
  -6	-8	14	7.6	-17	0.3	8	-6	0.5
#7 Cc1sc2nc(CN3CCC(C)CC3)nc(Cl)c2c1C
  -7	0	nt	-0.3	-6	0.4	-19	nt	nt
#8 C=CCC[C@@H](Cc1ccc(F)cc1)C(=O)OC[C@@H]1CCCN1C(=O)[C@H](CC=C)CC(=O)N[C@H](CO)Cc1ccccc1
  11	-8	6	-1.5	nt	2.7	-6	-3	6.0
#9 COC(=O)C1=C(C)OC(N)=C(C#N)C1c1ccccc1F (stereo unspecified)
  2	4	19	-0.3	-10	-0.1	0	-7	0.3
#10 Cc1ccc(S(=O)(=O)N2CCN(C(=O)CC(C)n3nc(C)c(Cl)c3C)CC2)cc1C (stereo unspecified)
  -17	-7	0	0.3	11	3.1	-24	0	1.3

Some of these compounds in order of the TAAR1 antagonist value, falling:
item	SMILES	TAAR1 antagonist	OXTR potentiate	GPR7 antag
8	C=CCC[C@@H](Cc1ccc(F)cc1)C(=O)OC[C@@H]1CCCN1C(=O)[C@H](CC=C)CC(=O)N[C@H](CO)Cc1ccccc1	11	-8	nt
7	Cc1sc2nc(CN3CCC(C)CC3)nc(Cl)c2c1C	-7	0	-6
3	O=C(CCc1ccccc1)NNc1ccc(F)cc1	-11	-7	-2

Next part:
Under each structure – TAAR1 antagonist	OXTR potentiate	CHO-K1 Ca PAM	OXTR ag	GPR7 antag	V1aR counter	CHO parental Ca	CHO-K1 Ca antag	CHO-K1 Ca ag
#11 CN(C1CCS(=O)(=O)C1)S(=O)(=O)c1cccs1 (stereo unspecified)
  0	3	-8	0.7	nt	1.6	3	-3	0.7
#12 CCOC(=O)Nc1ccc2c(c1)OCO2
  -12	-8	20	-0.6	-1	2.0	-12	-4	0.3
#13 CCN(CC)C(=O)Oc1cc(=O)n2c3c(cccc13)CCC2
  -16	-6	8	-2.4	-12	0.2	2	1	3.0
#14 CCOC(=O)C(=O)Nc1cccc(C(=O)OCC)c1
  8	-5	26	-0.7	6	-0.7	-3	-14	0.6
#15 O=C(Nc1ccccc1Oc1ccccc1)[C@@H]1O[C@H](CO)[C@H](O)[C@H](O)[C@H]1O
  -21	nt	11	nt	nt	nt	nt	-10	0.4
#16 Cc1ccc(C2OC(=O)c3ccccc32)cc1 (stereo unspecified)
  -17	-3	14	-2.4	-7	-0.4	1	-6	0.3
#17 Cc1cc(NC(=O)c2ccccc2)nc2c1c(=O)oc1ccccc12
  11	-6	4	0.8	3	-0.4	-21	-19	0.7
#18 CC(NC(=O)c1cccc(S(=O)(=O)N2CCCCCC2)c1)c1ccccc1 (stereo unspecified)
  -3	-3	9	-2.3	nt	-0.9	-21	-4	0.6
#19 COCCNC(=O)c1ccccc1NC(=O)COc1ccccc1
  8	-3	15	-1.0	-4	-1.0	-12	-9	1.4
#20 Cc1ccc(NC(=O)CN2CCN(c3ccccn3)CC2)c(Cl)c1
  -17	-6	-8	-2.1	3	-1.1	-23	20	-0.4
#21 Cc1onc(-c2ccccc2)c1C(=O)NCCc1ccc(S(N)(=O)=O)cc1
  5	1	-3	1.2	-8	0.7	-10	6	0.4
#22 Cc1ccc(NC(=O)C(=O)c2cn(CC(=O)N3CCCCC3)c3ccccc23)cc1
  14	-2	15	-1.1	4	-1.0	-18	-8	2.0
#23 Cc1cccc(CS(=O)(=O)Cc2ccc(C(=O)NCc3cccnc3)o2)c1
  16	-12	5	1.1	-1	2.4	-9	-4	1.6
#24 COC[C@H]1CCCN1c1ccc2c(c1)O[C@H](COCc1ccccc1)CN([C@@H](C)c1ccccc1)S2(=O)=O
  -18	nt	5	nt	nt	nt	nt	-14	0.5
#25 O=C(NCCSc1ncc(-c2ccc(F)cc2)[nH]1)c1ccco1
  -27	3	4	0.2	nt	-0.3	-18	20	-0.2
#26 Cn1c(SCC(=O)Nc2ccc3c(c2)OCCO3)nnc1C1CC1
  3	-7	10	-0.2	-3	-0.6	-14	-13	0.4
#27 CC12CCC(O)CC1=CCC1C2CCC2(C)C3=NN=CC3CC12 (stereo unspecified)
  -29	nt	9	nt	nt	nt	nt	0	-0.1
#28 NS(=O)(=O)c1ccc(NC(=S)Nc2cc(Cl)c(Cl)cc2Cl)cc1
  -21	2	21	0.1	-4	-1.1	0	-10	0.5
#29 CC(C)=CC(=O)OCC(=O)NC1CCCc2ccccc21 (stereo unspecified)
  7	-9	25	-0.8	-18	-0.4	-16	-13	0.6
#30 O=c1ccc(-c2nc3cc(Cl)ccc3n2Cc2ccccc2)c[nH]1
  10	-21	9	3.0	8	4.0	-20	2	1.7
#31 O=C(CSc1nc2ccccc2n1-c1ccccc1)NCC1CCCO1 (stereo unspecified)
  -8	-15	21	-1.8	-2	-1.4	-24	-10	0.0
#32 CCOC(=O)c1c(NC(=O)c2cccc([N+](=O)[O-])c2C(=O)O)sc2c1CCCC2
  -27	-3	8	-0.2	-6	0.2	0	-4	-0.6
#33 C[C@@H]1CCCCO[C@@H](CN(C)CC2CCCCC2)[C@@H](C)CN([C@H](C)CO)C(=O)c2cc(NS(=O)(=O)c3ccc(Cl)cc3)ccc2O1
  -40	nt	24	nt	nt	nt	nt	-9	1.2
#34 Cc1nnc2sc(SCC(=O)Nc3nccs3)nn2c1=O
  13	-2	14	0.1	0	0.3	-6	-9	0.6
#35 CC(=O)c1cc(NC(=O)c2ccc([N+](=O)[O-])cc2)c(=O)oc1C
  15	-5	3	0.0	-11	0.1	-15	-1	3.9
#36 CC(C)(C)C(=O)C1=C(O)C(=O)N(Cc2ccccc2)C1c1ccccc1Cl (stereo unspecified)
  4	-6	10	0.3	-9	1.3	-4	-1	0.0
#37 CC1CC(C)CN(CCCSc2ccccc2)C1 (stereo unspecified)
  1	-1	16	0.9	9	1.0	-11	-9	0.4
#38 O=C(Cc1ccccc1)NC(=S)Nc1ccc2oc(-c3ccccc3F)nc2c1
  9	-8	14	-0.3	-18	-0.1	3	-7	0.1
#39 O=C(COC(=O)c1cc(S(=O)(=O)N2CCOCC2)ccc1Cl)Nc1ccc2c(c1)OCO2
  10	-8	11	-0.6	7	1.1	-12	5	7.8
#40 Cc1ccc(Nc2nc(NCc3ccco3)c3ccccc3n2)cc1
  -3	-29	9	13	34*	13	56*	12	12
#41 Cc1ccccc1Cn1cnc2c(oc3ccccc32)c1=O
  -13	-20	-3	-1.7	14	-1.4	-16	-16	1.5
#42 Cc1ccccc1OCC(=O)OCC(=O)Nc1cc(S(C)(=O)=O)ccc1Cl
  -11	-8	-3	2.3	nt	1.2	-12	-5	1.8
#43 Cc1ccc(OCc2nnc(SCC(=O)Nc3cc(C)on3)n2C)cc1
  24	4	10	-0.6	-3	0.3	-9	-8	-0.3
#44 Cc1ccc(S(=O)(=O)NC(C(=O)Oc2cc3oc(=O)cc(C)c3cc2Cl)C(C)C)cc1 (stereo unspecified)
  9	-7	25	-1.7	-6	-1.3	-16	-12	1.1
#45 O=C1CCC(C(=O)N2CCN(c3ccccc3)CC2)CN1Cc1ccc(Cl)cc1 (stereo unspecified)
  -14	nt	10	nt	nt	nt	nt	-7	1.1
#46 CC(C)(C)CC(=O)NC(=S)NCc1ccco1
  4	-3	25	-2.5	-14	-0.7	7	-18	1.5
#47 CCCc1cc(=O)oc2c(CN3CCN(C)CC3)c(O)ccc12
  7	-3	18	0.5	-8	-0.6	-13	-12	2.4
#48 CCCc1cc(=O)n2[nH]c(C)nc2n1
  2	2	25	0.1	1	0.0	1	-13	0.8
#49 COc1ccc(-c2nc(NC(=O)c3ccco3)sc2C)cc1
  19	nt	16	nt	nt	nt	nt	0	1.2
#50 Cc1nnc(-c2cccc(Br)c2)c2cn(-c3ccccc3Cl)nc12
  13	-2	7	-2.2	1	-0.4	-34	7	2.3
#51 CCOC(=O)c1[nH]c(C)c(C(=O)OCCN2C(=O)c3ccccc3C2=O)c1C
  41	-1	20	-0.1	-14	0.3	-1	-4	2.4
#52 CCc1ccc(NC(=O)Cc2ccc(-n3cccc3)cc2)cc1
  -23	-6	15	-1.9	-7	0.2	0	-8	0.8
#53 Cc1ccc(N(CC(O)CN2CCCC2)S(=O)(=O)c2ccc(C)cc2)cc1 (stereo unspecified)
  -1	-7	18	1.1	-3	-0.1	-14	-3	0.3

Bioassay records from PubChem.
